SENP8 block – blocks human SENP8 cleavage of Nedd8 substrate; Q96LD8; recombinant SENP8, Nedd8 substrate fluorescence; inhibition, % at 20 µM; actives 0.64% (n = 360,000); AID 602440; in the data active = inhibition mostly above about 40%, no sharp cut-off; inactive = mostly below about 27%
Target sequence (Q96LD8 whole entry, looked up): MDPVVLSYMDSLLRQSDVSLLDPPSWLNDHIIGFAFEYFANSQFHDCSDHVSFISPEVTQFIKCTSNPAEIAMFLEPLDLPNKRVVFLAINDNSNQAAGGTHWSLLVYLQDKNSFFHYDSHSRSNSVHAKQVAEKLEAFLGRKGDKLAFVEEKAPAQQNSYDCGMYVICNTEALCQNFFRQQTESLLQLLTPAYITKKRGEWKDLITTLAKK
SENP1 inh – SENP1 (human) catalytic domain inhibition; AID 624204; inhibition, % at 10 µM; Q9P0U3; actives 0.21% (n = 360,000); recombinant SENP1 catalytic domain, CyPet-SUMO1-YPet FRET cleavage;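 active = inhibition at least 30% at 10 µM, raw YFP signal under a set limit, fluorescence ratio 0.5 to 1.5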;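 note: 0% = enzyme with DMSO and 100% = no enzyme wells; some results filed as inactive read as strong as hits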
Target sequence (Q9P0U3 419-644 limits assumed): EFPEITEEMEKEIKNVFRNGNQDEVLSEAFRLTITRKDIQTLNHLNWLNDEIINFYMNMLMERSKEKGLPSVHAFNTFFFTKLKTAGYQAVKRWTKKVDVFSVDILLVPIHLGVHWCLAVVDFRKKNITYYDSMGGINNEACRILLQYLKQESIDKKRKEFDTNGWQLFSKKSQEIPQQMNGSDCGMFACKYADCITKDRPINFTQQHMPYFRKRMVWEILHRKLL
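Test system: human SENP1 catalytic domain; medium: Tris pH 8 buffer plus EDTA, NaCl, BME, BSA, NP40, catalase; incubation: 50 min reaction at room temperature; technique: FRET, CFP and YFP emission; controls: no-enzyme low control and enzyme-plus-DMSO high control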
An asterisk follows results filed as active; i = inactive. These rows are one share of the data; rates above refer to the full screens.

SMILES	SENP8 block	SENP1 inh
COCCNC(=O)C1(C)CCN(C(=O)c2ccc(C(F)(F)F)nc2C)C1 (stereo unspecified)	12	-1
CCCNC(=O)c1cc(C2CCCN(C(=O)c3ccc(OC)cc3)C2)on1 (stereo unspecified)	9	1
Clc1cccc(-c2nc3ccc(Br)cn3c2Cc2ccccc2)c1	2	19
CCc1nc2ccc(C(=O)Nc3cccc(NS(C)(=O)=O)c3)cn2c1N(C)CCCc1ccccc1	-6	-19
OC(c1ccc(Cl)cc1)c1ncc(-c2cccc(F)c2)[nH]1 (stereo unspecified)	16	-2
C=CCOc1cccn2c(N(C=O)Cc3ccccc3)c(CC)nc12	-3	-6
COc1ccc(C(N)c2csc(Nc3cc(Oc4ccccc4)ncn3)n2)cc1 (stereo unspecified)	4	-3
CCc1nc2c(OCc3ccccc3)cccn2c1N(C)C(=O)COc1ccccc1	12	-1
FC(F)C(F)(F)Oc1cccc(Nc2nccn3c(-c4cccc5ccccc45)cnc23)c1	-316	-13
O=C(Nc1ccc(N2CCOCC2)cc1)c1csc([C@H]2C[C@H](O)[C@@H](CO)O2)n1	13	2
CC(=O)Nc1cccc(-c2csc(C(NC(C)=O)c3ccc(F)c(F)c3)n2)c1 (stereo unspecified)	7	1
Cc1nc(NC(=O)C(C)(C)C)sc1C(=O)Cn1cc(CCc2ccccc2)nn1	28	3
COc1ccc(C(N)c2csc(Nc3nncc4ccccc34)n2)cc1 (stereo unspecified)	-43	-33
CCOC(=O)[C@]12CCC=C1N(Cc1ccc(Cl)cc1Cl)C(=O)[C@H](CC(=O)NCc1ccccc1)C2	16	2
CCOC(=O)[C@]12CCC=C1N(Cc1ccccc1)C(=O)[C@H](CC(=O)N1CCN(C(=O)c3ccco3)CC1)C2	18	2
CC(O)(c1cccc(F)c1)c1nc(-c2cccc3cccnc23)cs1 (stereo unspecified)	-170	0
CCc1c(-c2ccccc2F)ncn1Cc1cccc(-c2ccccc2)c1	23	-2
CCCNC(=O)C1(C)CCCN(C(=O)c2ccc3ccccc3c2)C1 (stereo unspecified)	12	1
O=C1NC[C@H](Cc2ccc(O)cc2)N(C[C@@H]2CCCN2C[C@H](Cc2ccc(O)cc2)N2C[C@H](Cc3ccccc3)N(CC3CCCCCC3)C(=O)C2=O)C1=O	7	1
CCCNC(=O)c1cc(C2CCCCN2S(=O)(=O)c2cn(C)cn2)on1 (stereo unspecified)	16	2
O=C(OCC(O)C1OC(c2ccccc2)OC(COC(=O)c2ccccc2)C1O)c1ccccc1 (stereo unspecified)	12	0
CN(C(=O)CN1CCN(c2cc(-c3cccc4oc5ccccc5c34)ncn2)CC1)c1ccccc1	13	3
O=C1C=CC(=NN=C(c2ccccc2)c2ccccc2)C=C1	-403	1
COc1ccc(-c2[nH][nH]c(=O)c2NC(=O)c2ccc(C)cc2)cc1	45*	2
CCC(CC)C(=O)N(C)c1c(C)nc2c(OCC3CCCCC3)cccn12	10	1

Structures listed so far with a Cl atom:
SMILES	SENP8 block	SENP1 inh
Clc1cccc(-c2nc3ccc(Br)cn3c2Cc2ccccc2)c1	2	19
OC(c1ccc(Cl)cc1)c1ncc(-c2cccc(F)c2)[nH]1 (stereo unspecified)	16	-2
CCOC(=O)[C@]12CCC=C1N(Cc1ccc(Cl)cc1Cl)C(=O)[C@H](CC(=O)NCc1ccccc1)C2	16	2

Continuation:
SMILES	SENP8 block	SENP1 inh
CCCc1nc2ccc(Br)cn2c1Cc1ccccc1	-16	-17
CCc1nc2ccc(C(=O)N(C)Cc3ccco3)cn2c1N(CC)C(=O)NCCc1ccccc1	-22	0
CCOC(=O)C1=CCN(S(=O)(=O)c2ccccc2C)C1c1cccc(Br)c1 (stereo unspecified)	22	2
O=C1NC[C@H](CC2CCCCC2)N(CCc2cccc3ccccc23)C1=O	-1	-6
CC(C)(C)NC(=O)C1(C)CCC(=O)N1CC(F)(F)F (stereo unspecified)	15	-1
Cc1ccc(CNC(=O)Nc2nnc([C@H]3C[C@H](O)[C@@H](CO)O3)s2)cc1	13	0
COc1cccc(CNc2nc3cc(-c4ccc(OC)c(OC)c4)sc3c(=O)n2C)c1	-245	-30
COc1ccc(C(C)(O)c2nc(-c3ccccc3C)cs2)cc1 (stereo unspecified)	5	1
Cc1ccccc1-c1nc(NCC2CC2)nc2ccsc12	i	-12
Cc1cn([C@H]2C[C@H](O)[C@@H](CCC(=O)NCCc3ccc4ccccc4c3)O2)c(=O)[nH]c1=O	22	-3
O=C(NCC(F)(F)F)C1C(=O)Nc2ccccc2C(=O)N1C1CCCC1 (stereo unspecified)	7	-21
CCCC(C)(C)C(=O)N1CCC1(C)C(=O)NS(=O)(=O)c1ccccc1Cl (stereo unspecified)	16	1
Cc1ccccc1-c1cnc(C(O)c2ccc(Cl)c(F)c2)[nH]1 (stereo unspecified)	6	3
Clc1cccc(CNc2ccn3nc(-c4cccs4)cc3n2)c1	-479	-7
CCC(CO)Nc1ccn2nc(-c3cccs3)cc2n1 (stereo unspecified)	i	-5
CCc1nc2ccc(C(=O)NCCOc3ccc(OC)cc3)cn2c1N(C)C(=O)C1CCCCC1	-53	-1
CCc1nc2c(OCCC3CCCCC3)cccn2c1N(C)C(=O)C1CC1	-4	0
CCCNC(=O)C1(C)CCCN(C(=O)c2ccc3sccc3c2)C1 (stereo unspecified)	3	-2
Cc1ccsc1C(=O)N1CCC1(C)C(=O)NS(=O)(=O)c1ccccc1 (stereo unspecified)	5	-4
Cc1cccc(C)c1NC(=O)C(c1ccccc1)n1c(=O)c(-c2ccccc2)nc2ccccc21 (stereo unspecified)	-381	0
COc1cc(CN2C[C@@H](CO)O[C@@H](n3cnc4c(NCCN(C)C)ncnc43)C2)cc(OC)c1OC	16	0
CC(O)(c1ccc(F)c(F)c1)c1nc(-c2ccc(S(C)(=O)=O)cc2)cs1 (stereo unspecified)	3	3
O=C1NC[C@H](CCCCN2C[C@H](Cc3ccccc3)N(CCc3ccccc3)C(=O)C2=O)N(CCC2CCCCC2)C1=O	-4	-2
CC1(Oc2cccc(F)c2)CCN(Cc2ccccc2OC(F)F)C1 (stereo unspecified)	14	1
CCc1nc2c(OCc3ccc(Cl)cc3)cccn2c1N(C)C(=O)c1ccc2c(c1)OCO2	15	0

One compound at a time, from the list above. Order of values: SENP8 block	SENP1 inh
Shown for CC1(Oc2cccc(F)c2)CCN(Cc2ccccc2OC(F)F)C1 (stereo unspecified) : 14	1
Shown for O=C(Nc1ccc(N2CCOCC2)cc1)c1csc([C@H]2C[C@H](O)[C@@H](CO)O2)n1 : 13	2
Shown for C=CCOc1cccn2c(N(C=O)Cc3ccccc3)c(CC)nc12 : -3	-6
Shown for CCC(CO)Nc1ccn2nc(-c3cccs3)cc2n1 (stereo unspecified) : i	-5
Shown for Clc1cccc(CNc2ccn3nc(-c4cccs4)cc3n2)c1 : -479	-7

The results go on.
SMILES	SENP8 block	SENP1 inh
COc1cc(NC(=O)CC[C@H]2O[C@@H](n3cnc4c(NC(=O)c5ccccc5)ncnc43)[C@H](O)[C@@H]2O)cc(OC)c1OC	19	1
COc1ccccc1-c1ccc2c(c1)C(C)(Cc1ccc(Cl)cc1)C(=O)N2 (stereo unspecified)	20	4
Cn1c(=O)c2cc(NC(=S)NC3CCCCC3)ccc2n1Cc1ccc(F)cc1	i	-3
Cc1cccc(C)c1NC(=O)C(c1ccccc1F)n1c(=O)c(-c2ccccc2)nc2ccccc21 (stereo unspecified)	-372	1
CC(C)C[C@H]1CN([C@@H](CC(C)C)CN2CCC[C@@H]2CN2C(=S)NC[C@@H]2Cc2ccc(O)cc2)C(=S)N1CC1CCCCC1	7	2
CCOc1ccc(C(CN2CCOCC2)C(C)=O)cc1OC (stereo unspecified)	14	1
CC(C)(C)N1C(=O)c2ccccc2NC(=O)C1C(=O)NCc1ccco1 (stereo unspecified)	-18	-3
CCCn1cnnc1CNC(=O)[C@H]1O[C@@H](n2ccc(N)nc2=O)[C@H](O)[C@@H]1O	8	0
CCOC(=O)C1=CCN(S(=O)(=O)c2ccccc2)C1c1ccc(C)cc1 (stereo unspecified)	18	2
CC1(C(=O)NS(=O)(=O)c2ccc(Cl)s2)CCN1C(=O)c1ccccc1CCc1ccccc1 (stereo unspecified)	12	1
CCCCCCn1cc(CN2CC(N3CCN(C4CCN(C)CC4)CC3)CS2(=O)=O)nn1 (stereo unspecified)	21	1
OC(c1ccccc1)c1ncc(-c2ccccc2Cl)[nH]1 (stereo unspecified)	12	1
O=Cc1ccc(-c2c(-c3ccccc3)oc3c2C(OCCCCO)CCC3)o1 (stereo unspecified)	-379	-12
C[N+](C)(C)CCNC(=O)c1c[nH]c2ccccc12	6	2
COc1ccc(C(=O)N2CCCC2(C)C(=O)O)cc1C(F)(F)F (stereo unspecified)	9	2
Cc1cccc(C)c1-n1nnnc1C(c1ccnc2ccccc12)N1CCCN(C(=O)OC(C)(C)C)CC1 (stereo unspecified)	10	1
COc1ccccc1-c1cnc(C(O)c2cc(C)c(OC)c(C)c2)[nH]1 (stereo unspecified)	0	-2
O=Cc1ccc(N2CCN(S(=O)(=O)c3ccc4c(c3)CC(=O)N4)CC2)cc1	-53	10
CC(C)C[C@@H](CN1CCC[C@H]1CN1C(=O)C(=O)NC[C@@H]1Cc1ccccc1)N1C[C@H](Cc2ccc(O)cc2)N(CCc2ccccc2)C(=O)C1=O	18	1
COc1ccc(S(=O)(=O)N2C[C@H]3CON(C)[C@H]3C[C@H]2c2ccc(-c3cccc(F)c3)cc2)cc1	9	1
CCCC[C@@H]1CC2=C(C(=O)OC(C)(C)O2)[C@@H](c2ccc(F)cc2)O1	4	2
COc1ccccc1Cc1c(-c2ccccc2)nc2c(C)cc(Br)cn12	-11	9
COCCN1C(=O)CCC1(C)C(=O)NC1CCCCC1 (stereo unspecified)	12	1
CCc1nc2c(OCCOc3ccccc3)cccn2c1N(C)C(=O)c1ccc(C)cc1	16	0
c1cc(-c2ccsc2)n2cnnc2c1	-110	0

A draw from above in order of SMILES length, ascending:
SMILES	SENP8 block	SENP1 inh
C[N+](C)(C)CCNC(=O)c1c[nH]c2ccccc12	6	2
COc1ccc(C(=O)N2CCCC2(C)C(=O)O)cc1C(F)(F)F (stereo unspecified)	9	2
O=Cc1ccc(-c2c(-c3ccccc3)oc3c2C(OCCCCO)CCC3)o1 (stereo unspecified)	-379	-12
O=Cc1ccc(N2CCN(S(=O)(=O)c3ccc4c(c3)CC(=O)N4)CC2)cc1	-53	10

Additional entries.
SMILES	SENP8 block	SENP1 inh
COC(=O)C[C@H]1CC[C@H](NC(=O)c2ccc(F)cc2)[C@@H](CO)O1	12	3
COc1cc(CNC(=O)Nc2nc(C(N)Cc3ccc(C(F)(F)F)cc3)cs2)cc(OC)c1OC (stereo unspecified)	19	0
CCOC(=O)[C@]12CCCC=C1N(CCC1=CCCCC1)C(=O)[C@H](CC(=O)N1CCCCC1)C2	28	1
COc1ccc(C(C)=O)cc1Cn1c(C)c(C(=O)NCCC#N)sc1=O	5	0
CC(C)C(N)c1csc(Nc2ccc(C(=O)c3ccccc3)cc2)n1 (stereo unspecified)	-372	-2
Cc1c(C(=O)NCCC#N)sc(=O)n1Cc1ccccc1F	5	-1
CC(C)(C)NC(=O)C(c1ccccc1F)n1c(=O)c(-c2ccco2)nc2ccccc21 (stereo unspecified)	-392	-47
CCn1nccc1NC(=O)c1csc([C@@H]2C[C@H](O)[C@@H](CO)O2)n1	23	1
CCCCCCCCN1C(=O)[C@H](CC(=O)N2CCC(c3ccccc3)CC2)C[C@@]2(C(=O)OC)CC(C)(C)CC=C12	24	3
O=C1NC[C@@H](CCCCN2C[C@H](Cc3ccccc3)N(Cc3ccccc3)C(=O)C2=O)N(CC2CCCCC2)C1=O	11	3
COc1ccc(C(C(=O)NC2CCCCC2)n2c(=O)c(-c3cc4ccccc4[nH]3)nc3ccccc32)cc1 (stereo unspecified)	-422	-17
COc1ccc(C2=Nc3ccccc3N(C(=O)Cc3cc(OC)cc(OC)c3)C2C(=O)NC(C)C)cc1 (stereo unspecified)	-428	3
Cc1cncc(NCc2ccc3c(c2)OCO3)n1	-412	2
CCOC(=O)C1(C)CCCCCN1C(=O)c1ccc(OC)cc1 (stereo unspecified)	12	-1
COc1cc(Nc2ncc3c(n2)CCN(C(=O)Nc2ccc(C(C)C)cc2)C3)cc(OC)c1OC	14	1
CC(C)Oc1cccc(NC(=O)C2(C)CCCN2C(=O)C(C)C)c1 (stereo unspecified)	7	-1
Cc1noc(C)c1-c1ccc(C(=O)NCC(C)C)c2occc12	-8	-1
COCCNc1nc(NCC2CCCCC2)c2sc(-c3ccccc3)cc2n1	-329	-1
Cc1ccc2nc(C(C)(C)C)c(Cc3cccc(Cl)c3)n2c1	-243	-9
O=C(Nc1ccc(F)c(Cl)c1)c1cc(C2CCCN(S(=O)(=O)c3cccs3)C2)on1 (stereo unspecified)	6	3
Oc1ccc2sc(-c3ccccc3O)c(-c3ccc(OCCN4CCCCC4)cc3)c2c1	-60	2
CCCCNc1c(-c2cccc(OC)c2)nc2nc(C)cc(C)n12	-9	-2
CCOC(=O)C1CCCN(C(=O)c2cc(C#N)cs2)CC1 (stereo unspecified)	7	2
CC(C)(C)c1ccc(CC(=O)N2CCC2(C)C(=O)Nc2ccc3[nH]ncc3c2)cc1 (stereo unspecified)	2	3
CCOC(=O)CNC(=O)N(C)[C@H]1C[C@H]2c3[nH]c4ccccc4c3CCN2C[C@H]1[C@H](C)O	-41	-19
COc1ccccc1C(=O)Nc1nnc([C@@H]2C[C@H](O)[C@@H](CO)O2)s1	14	-1
Cc1cc(C)n2c(NC3CCCC3)c(-c3cccnc3)nc2n1	-28	32*
Cc1cc(Br)cn2c(Cc3ccsc3)c(-c3ccccc3)nc12	2	-5
